Screens deposited in PubChem by several laboratories.
aDG glyco act – alpha-DG glycosylation activation; Pro5-aDG cells, alpha-DG glycosylation AlphaScreen (IIH6); 0% Pro5, 100% B10-LARGE cell signal; activation, % at 10 µM; 360,000 compounds, 0.22% hits; AID 624168;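 active = activation of at least 8% versus controls, or a plate z-score of at least 8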;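 note: Pro5 are CHO cells carrying HIG-tagged alpha-DG that lacks glycosylation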
hiPSC survival – increases survival of single human iPS cells; hiPSC single-cell survival, ATPlite luminescence; 100% = ROCK inhibitor wells, 0% = DMSO; survival enhancement, % at 20 µM; 360,000 compounds, 0.044% hits; AID 602274; in the data active = survival enhancement above about 18%;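 note: cells exposed to compounds for 16 hours before the ATP read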
TWEAK Fn14 block – inhibitors of TWEAK-Fn14 interaction signaling. TWEAK-stimulated Fn14 reporter cells, luciferase luminescence, 8 h. inhibition, % at 10 µM. 360,000 compounds, 2% hits. AID 1159606; in the data active = inhibition above about 50%
NR2E3 ag-1 – activates human photoreceptor nuclear receptor NR2E3. AID 2300. inhibition of corepressor binding, % at 4.78 µM. 320,000 compounds, 0.12% hits. GST-NR2E3/biotin-RetCOR TR-FRET, 1536-well. Q9Y5X4;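 active = percent inhibition above the cutoff of mean plus 3 SD of all tested compounds, set per screening campaign, cut at about 20% in these data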;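 note: 0% = DMSO wells and 100% = biotin wells as full block of FRET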
Target sequence (Q9Y5X4 whole entry, looked up): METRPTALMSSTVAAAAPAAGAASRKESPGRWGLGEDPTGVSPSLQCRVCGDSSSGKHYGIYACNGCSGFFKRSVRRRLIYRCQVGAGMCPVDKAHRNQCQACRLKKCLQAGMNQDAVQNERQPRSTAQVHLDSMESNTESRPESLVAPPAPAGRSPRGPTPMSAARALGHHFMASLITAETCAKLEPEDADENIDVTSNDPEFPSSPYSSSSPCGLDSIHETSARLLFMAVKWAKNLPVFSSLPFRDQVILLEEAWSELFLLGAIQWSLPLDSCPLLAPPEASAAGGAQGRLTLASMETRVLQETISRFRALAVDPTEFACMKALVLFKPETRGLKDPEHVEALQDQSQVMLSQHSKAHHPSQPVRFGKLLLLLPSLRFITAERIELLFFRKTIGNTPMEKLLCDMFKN
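Assay system: NR2E3–RetCOR corepressor complex. Quantity: 1.35 nM GST-NR2E3. Buffer or medium: pH 7.5 Tris-based buffer. Reagent: biotinylated RetCOR corepressor at 7 nM final. Schedule: 5 h at 4 °C. Detection: TR-FRET, emission read at 617 and 671 nm. Replicates: one well per compound, singlicate testing.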
KKLEB tox – CF airway cell cytotoxicity counter-screen | KKLEB CF airway cells viability, ATPlite luminescence, overnight; stronger effect = lower value; cells stimulated with P. aeruginosa culture filtrate | activity change (cytotoxicity), % at 5 µM | 360,000 compounds, 0.36% hits;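 active = corrected activity change at or below -50% at 5 µM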
CF NFkB block – cystic fibrosis NF-kB activation inhibition. AID 588850. inhibition, % at 5 µM. KKLEB NF-kB-GFP reporter, PAF-induced, GFP fluorescence overnight. 360,000 compounds, 0.86% hits;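 active = at least 50% inhibition at 5 µM, scaled per plate between neutral and stimulator controls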;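 note: PAF is a Pseudomonas aeruginosa culture filtrate used as stimulus; plate controls were PAF-stimulated DMSO wells for no effect and unstimulated DMSO wells for full effect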
Peg3 promoter – inhibitors of Peg3 promoter. 360,000 compounds, 1.7% hits. HeLa PEG-Prom luciferase reporter, luminescence, overnight. AID 588405. inhibition, % at 20 µM;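 active = inhibition of at least 50% at 20 µM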
TRPM1 prom inh – MITF TRPM1 promoter inhibition in SK-MEL-5 cells; SK-MEL-5 TRPM1 promoter luciferase, 24 h; inhibition, % at 12.5 µM; 330,000 compounds, 0.83% hits; AID 488899;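 active = mean inhibition across replicates of 60% or more, whatever share of single replicates reaches that level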; note: values of inactives mirror those of a sister screen read the other way
NR2E3 ag-2 – human photoreceptor-specific nuclear receptor agonism | Q9Y5X4 | CHO-S Gal4-NCOR/VP16-NR2E3 two-hybrid, luciferase | inhibition of corepressor binding, % at 3.98 µM | 360,000 compounds, 0.35% hits | AID 602229;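 active = inhibition above the mean of all tested compounds plus 3 SD, cut at about 70% in these data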;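 note: 0% = DMSO with NR2E3 transfected cells and 100% = cells lacking NR2E3 construct; higher means lower luciferase signal from less NR2E3 corepressor binding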
HIF-2a inh – inhibitors of HIF-2a | 786-0 RCC cells HIF-2a reporter, luciferase luminescence, overnight | inhibition, % at 18.8 µM | 360,000 compounds, 0.72% hits | AID 624352;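 active = inhibition of the luminescence signal of 40% or more relative to plate controls, in a single-dose primary screen at 18.75 µM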
Shn3 inh set2 – reduces Shn3 3'UTR luciferase signal in osteoblasts. AID 588674. inhibition, % at 12.5 µM. 360,000 compounds, 0.52% hits. Clone20 osteoblast Shn3 3'UTR firefly luciferase, 24 h;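 active = mean inhibition of at least 75% with every replicate also reaching 75%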;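 note: 0% = median of neutral control wells and 100% = pilot-screen positive control compound; some compounds past the cut are filed as inactive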
* marks the source's active call; other numbers are inactive results; / = not tested or not shown.

SMILES	aDG glyco act	hiPSC survival	TWEAK Fn14 block	NR2E3 ag-1	KKLEB tox	CF NFkB block	Peg3 promoter	TRPM1 prom inh	NR2E3 ag-2	HIF-2a inh	Shn3 inh set2
O=C(COc1ccccc1Cl)Nc1ccc(NC(=O)c2ccco2)cc1	0.1	2.1	-4	2	6	-14	-3	0	-22	-9	1
COc1ccc(-n2c(-c3ccc(Br)cc3)n[nH]c2=S)cc1	-0.1	0.8	12	7	5	-20	19	6	-29	11	3
Nc1ccn([C@@H]2O[C@H](CNCc3cnc(N4CCOCC4)s3)[C@@H](O)[C@H]2O)c(=O)n1	-0.2	-1.3	17	/	5	-6	-7	/	-22	-5	-4
Cc1nn(-c2cc(N3CCCCC3)ccc2[N+](=O)[O-])c(=O)c2ccccc12	0.0	-0.9	-28	0	0	0	21	-13	-15	-4	1
CCCCn1c(N)c(N(CC)C(=O)c2cccc(OCc3ccccc3)c2)c(=O)[nH]c1=O	0.2	-0.3	6	2	25	-21	12	3	-33	-9	-3
CCCOc1cccc(/C=N/NC(=O)c2csc(C)c2C)c1	0.7	-3.8	9	-1	-9	0	-2	-29	-29	-97	-1
CC(=O)C1=C(O)C(=O)N(c2ccc(O)cc2)C1c1ccccc1F (centres undefined)	-0.1	-0.9	12	1	4	-6	3	4	7	11	8
COc1ccc(-n2cnc3cc(C(=O)NCCN4CCOCC4)ccc32)cc1	0.1	-0.3	-6	2	8	9	1	0	2	0	2
CS(=O)(=O)Nc1ccccc1C(=O)NCc1ccco1	0.1	2.1	1	1	6	-10	3	-4	-13	16	9
CC1C(=O)N(Cc2cn(CCC3OCCCO3)nn2)CCS(=O)(=O)N1Cc1ccc(-c2cccc(N(C)C)c2)cc1 (centres undefined)	-0.2	-1.5	17	/	4	1	-18	/	-17	9	0
CCOc1ccc2cc(S(=O)(=O)n3ccnc3C)ccc2c1	-0.1	12	14	1	-11	-10	12	10	-11	13	6
Cc1cccc(COc2ccccc2C(=O)NC2CCC(O)CC2)c1 (centres undefined)	-0.1	-0.3	-35	0	2	-6	-12	-1	9	8	1
COC(=O)c1ccc(C(=O)OC)c(NC(=O)COC(=O)CC2CC3CCC2C3)c1 (centres undefined)	-0.2	-1.3	18	3	-5	6	5	9	-12	18	6
OC1c2cc(Cl)ccc2-c2c(Cl)cc(Cl)cc21 (centres undefined)	-0.1	-0.1	8	/	6	-87	-22	6	-9	-74	6
CCN(CC)S(=O)(=O)c1cc(NC(=O)c2ccc3c(c2)NC(=O)C(C)S3)ccc1C (centres undefined)	0.5	-0.3	89*	0	14	0	21	23	-13	0	53
O=c1[nH]c(CN2CCN(S(=O)(=O)c3cccs3)CC2)nc2c(Br)cc(Br)cc12	-0.1	-0.5	-21	9	-17	-3	12	18	-1	36	1
O=C(Nc1ccc(F)cc1)c1sccc1SCc1cccc(C(F)(F)F)c1	0.2	-1.4	14	3	-17	-8	23	-5	-1	7	28
CCOc1ccc(C(=O)NC(C(=O)NCc2cccnc2)C(C)C)cc1 (centres undefined)	0.1	0.6	-6	5	-1	2	10	34	-19	2	-6
Cc1ccc(CNCCCSc2ncccn2)cc1	-0.1	1.8	-1	-1	0	-19	-5	-14	-5	1	8
COc1ccc(S(=O)(=O)N2CCCC(C(=O)O)C2)cc1Cl (centres undefined)	0.2	-0.1	-3	0	-2	18	-3	7	-22	16	-2
CC(C)C[C@H]1CNC(=O)C(=O)N1C[C@H](Cc1ccc(O)cc1)NC(=O)CC12CC3CC(CC(C3)C1)C2	-0.1	0.4	2	/	/	/	/	/	-4	4	/
CCCC(C)C(=O)NCc1ccncc1 (centres undefined)	-0.5	-0.5	-7	2	-13	-6	12	8	-14	11	-13
Cc1nc(NCC(c2ccccc2)N(C)C)c2c(C)c(C)sc2n1 (centres undefined)	0.0	0.1	5	0	10	-14	18	5	-61	2	42
CCN1C(=O)[C@H]2[C@@H](c3ccc(OC)cc3)N[C@]3(CCCN(Cc4ccc(C(F)(F)F)cc4)C3=O)[C@H]2C1=O	0.1	-3.5	9	/	-7	-12	7	/	2	8	-12
CC(C)(C)C(=O)Cn1ncc(N2CCOCC2)c(Br)c1=O	-0.4	6.9	0	3	-15	-13	-29	-17	-25	-24	-2

5 entries from above, bar-delimited:
structure | aDG glyco act | hiPSC survival | TWEAK Fn14 block | NR2E3 ag-1 | KKLEB tox | CF NFkB block | Peg3 promoter | TRPM1 prom inh | NR2E3 ag-2 | HIF-2a inh | Shn3 inh set2
COc1ccc(S(=O)(=O)N2CCCC(C(=O)O)C2)cc1Cl (centres undefined) | 0.2 | -0.1 | -3 | 0 | -2 | 18 | -3 | 7 | -22 | 16 | -2
CC(C)C[C@H]1CNC(=O)C(=O)N1C[C@H](Cc1ccc(O)cc1)NC(=O)CC12CC3CC(CC(C3)C1)C2 | -0.1 | 0.4 | 2 | / | / | / | / | / | -4 | 4 | /
CCCC(C)C(=O)NCc1ccncc1 (centres undefined) | -0.5 | -0.5 | -7 | 2 | -13 | -6 | 12 | 8 | -14 | 11 | -13
Cc1nc(NCC(c2ccccc2)N(C)C)c2c(C)c(C)sc2n1 (centres undefined) | 0.0 | 0.1 | 5 | 0 | 10 | -14 | 18 | 5 | -61 | 2 | 42
CCN1C(=O)[C@H]2[C@@H](c3ccc(OC)cc3)N[C@]3(CCCN(Cc4ccc(C(F)(F)F)cc4)C3=O)[C@H]2C1=O | 0.1 | -3.5 | 9 | / | -7 | -12 | 7 | / | 2 | 8 | -12

(further entries)
SMILES	aDG glyco act	hiPSC survival	TWEAK Fn14 block	NR2E3 ag-1	KKLEB tox	CF NFkB block	Peg3 promoter	TRPM1 prom inh	NR2E3 ag-2	HIF-2a inh	Shn3 inh set2
C#CCOc1ccc(/C=N/O)cc1Cl	-0.1	1.1	-18	3	0	-6	1	-16	-14	-4	-15
CCCCn1nnnc1SCC(=O)NNC(=O)C1CCCCC1	-0.2	1.4	3	-1	12	-7	-2	3	13	8	11
CN1CCCC(OC(=O)c2cc(Cl)ccc2Cl)C1 (centres undefined)	1.3	-4.4	43	-1	-1	-10	2	-14	0	12	-19
COc1ccc(C(=O)NCC(=O)N/N=C/c2ccc([N+](=O)[O-])s2)cc1OC	1.4	-0.7	5	1	2	10	19	40	-26	8	-5
COCCOc1cc(NCc2ccccc2)c2ncn(C(C)C)c2c1	0.1	1.3	-8	/	10	-20	30	13	34	6	-6
COC(=O)c1cnc(Nc2nc(C(N)c3ccccc3Cl)cs2)nc1C(F)(F)F (centres undefined)	1.9	-1.2	-45	/	-9	6	1	/	4	10	-24
CC(=NNC(=O)c1cc(C)oc1C)c1ccc(Br)s1	-0.1	0.0	1	/	18	-18	1	-6	-19	-2	-7
COc1ccc(NC(=O)C2CCCN(C(=O)NC3CCCCC3)C2)cc1OC (centres undefined)	0.1	6.0	-9	3	5	-11	1	-1	11	10	-7
CCN1C(=O)[C@H]2[C@H]3CN=C(SCc4ccc(C)cc4)N3[C@@](CC)(C(=O)OC)[C@H]2C1=O	-0.1	3.6	1	/	0	18	1	5	-15	0	-2
COc1ccccc1-n1cc(-c2ccc(C)cc2)[nH]c1=S	0.1	0.3	12	-3	20	-23	-10	32	-16	-102	21
COc1ccc(NS(=O)(=O)c2cc(C(=O)N3CCCCCC3)ccc2C)cc1	0.8	-0.4	-2	/	-6	23	22	0	10	6	5
COc1cccc2cc(C(=O)NCc3ccco3)c(=O)oc12	0.2	-0.4	-25	-2	3	-3	-101	-39	-6	-35	-43
Cc1cc(Nc2ccc(C(=O)O)cc2)nc(N)n1	-0.1	-0.4	8	4	-5	19	8	6	4	12	-15
CCN(CC)S(=O)(=O)c1cccc(C(=O)N2CC(O)CC2C(=O)O)c1 (centres undefined)	0.0	-1.6	-18	1	0	-12	5	4	-2	7	6
O=C1COc2ccc(C(=O)NC3CC3)cc2N1	-0.1	-0.9	-5	2	4	-9	11	11	7	12	-9
Cc1ccc(-c2c(C(=O)c3ccc(Br)cc3)[nH]c(N)c2C(=O)NCc2ccc(Cl)cc2)cc1	0.0	-0.5	7	/	/	/	/	/	-40	8	/
COc1ccc(C(=O)/C=C(\C)Nc2ccc3c(c2)OCO3)cc1	0.2	-1.3	-34	0	-10	-5	-292	-58	-40	-157	-79
Nc1ccn([C@@H]2O[C@H](CNC(=O)[C@@H](Cc3cn(COCc4ccccc4)cn3)NC=O)[C@@H](O)[C@H]2O)c(=O)n1	3.9	-0.8	-23	/	-9	19	-12	/	-5	0	-17
COC(=O)c1ccc(NC(=O)Cn2cnc3c(nnn3-c3cccc(OC)c3)c2=O)cc1	-0.4	0.1	-12	-1	18	-4	-1	/	-18	-3	7

Part of the list above in order of formula weight, falling:
SMILES	aDG glyco act	hiPSC survival	TWEAK Fn14 block	NR2E3 ag-1	KKLEB tox	CF NFkB block	Peg3 promoter	TRPM1 prom inh	NR2E3 ag-2	HIF-2a inh	Shn3 inh set2
Nc1ccn([C@@H]2O[C@H](CNC(=O)[C@@H](Cc3cn(COCc4ccccc4)cn3)NC=O)[C@@H](O)[C@H]2O)c(=O)n1	3.9	-0.8	-23	/	-9	19	-12	/	-5	0	-17
Cc1ccc(-c2c(C(=O)c3ccc(Br)cc3)[nH]c(N)c2C(=O)NCc2ccc(Cl)cc2)cc1	0.0	-0.5	7	/	/	/	/	/	-40	8	/
COC(=O)c1cnc(Nc2nc(C(N)c3ccccc3Cl)cs2)nc1C(F)(F)F (centres undefined)	1.9	-1.2	-45	/	-9	6	1	/	4	10	-24
CCN1C(=O)[C@H]2[C@H]3CN=C(SCc4ccc(C)cc4)N3[C@@](CC)(C(=O)OC)[C@H]2C1=O	-0.1	3.6	1	/	0	18	1	5	-15	0	-2
COc1ccc(NS(=O)(=O)c2cc(C(=O)N3CCCCCC3)ccc2C)cc1	0.8	-0.4	-2	/	-6	23	22	0	10	6	5
COc1ccc(NC(=O)C2CCCN(C(=O)NC3CCCCC3)C2)cc1OC (centres undefined)	0.1	6.0	-9	3	5	-11	1	-1	11	10	-7
